GluA2 TARP mod: GluA2-stargazin AMPA receptor complex modulation | calls only at 30 µM | O88602+P19491 | 3.5% of 40,000 active | AID 1259245 | HEK293 GluA2+stargazin, membrane potential dye (FDSS), glutamate EC50; hits were called plate by plate, in both directions;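 active means any of four per-well response measures lying three or more SD from its plate-wide compound average, in either direction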
Target sequence (O88602 whole entry, looked up): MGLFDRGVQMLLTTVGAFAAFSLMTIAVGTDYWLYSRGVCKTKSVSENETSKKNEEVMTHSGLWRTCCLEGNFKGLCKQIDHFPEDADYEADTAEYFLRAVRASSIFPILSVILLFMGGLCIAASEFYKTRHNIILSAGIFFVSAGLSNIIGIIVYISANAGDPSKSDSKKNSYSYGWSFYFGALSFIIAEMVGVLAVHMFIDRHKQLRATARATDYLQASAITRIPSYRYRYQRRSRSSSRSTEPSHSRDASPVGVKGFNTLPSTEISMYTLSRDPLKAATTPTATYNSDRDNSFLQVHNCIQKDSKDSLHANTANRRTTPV
Target sequence (P19491 whole entry, looked up): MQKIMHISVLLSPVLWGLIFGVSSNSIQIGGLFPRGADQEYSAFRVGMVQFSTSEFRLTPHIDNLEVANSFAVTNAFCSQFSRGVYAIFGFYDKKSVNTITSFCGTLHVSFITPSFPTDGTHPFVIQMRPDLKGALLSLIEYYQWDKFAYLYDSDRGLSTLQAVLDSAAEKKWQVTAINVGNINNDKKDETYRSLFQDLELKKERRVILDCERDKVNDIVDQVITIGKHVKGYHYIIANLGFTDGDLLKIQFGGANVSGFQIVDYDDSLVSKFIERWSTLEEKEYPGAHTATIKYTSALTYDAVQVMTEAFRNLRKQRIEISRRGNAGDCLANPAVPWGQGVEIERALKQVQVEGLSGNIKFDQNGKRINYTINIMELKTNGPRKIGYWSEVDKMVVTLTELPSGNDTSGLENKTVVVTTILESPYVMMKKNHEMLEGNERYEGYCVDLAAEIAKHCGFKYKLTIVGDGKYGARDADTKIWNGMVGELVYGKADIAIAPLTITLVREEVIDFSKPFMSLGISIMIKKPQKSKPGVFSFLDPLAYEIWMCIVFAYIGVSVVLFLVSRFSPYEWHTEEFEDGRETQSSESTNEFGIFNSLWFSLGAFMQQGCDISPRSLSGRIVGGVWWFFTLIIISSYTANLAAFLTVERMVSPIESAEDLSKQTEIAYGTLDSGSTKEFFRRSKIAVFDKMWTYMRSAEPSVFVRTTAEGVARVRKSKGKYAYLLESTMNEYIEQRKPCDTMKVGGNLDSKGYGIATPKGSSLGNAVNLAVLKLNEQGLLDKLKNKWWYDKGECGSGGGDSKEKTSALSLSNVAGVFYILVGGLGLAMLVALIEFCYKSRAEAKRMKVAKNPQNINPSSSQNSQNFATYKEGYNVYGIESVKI
GluA2 TARP mod agonism max-min: also measured in GluA2 TARP mod; calls as there; compound max-min signal; compound-alone response (agonism);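 unitless range of fluorescence divided by baseline over first 100 seconds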
GluA2 TARP mod glutamate slope: recorded beside GluA2 TARP mod, whose call it bears; glutamate slope, % of max; measured here: glutamate response slope, % max;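 scaled per plate between vehicle wells and maximal 1 mM glutamate control wells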
Starred values were filed as active, the others as inactive; i = inactive; + = active, no number.

SMILES	GluA2 TARP mod	GluA2 TARP mod agonism max-min	GluA2 TARP mod glutamate slope
Cn1nnc2c(N3CCN(C(=O)c4ccccc4S(=O)(=O)C(F)F)CC3)ncnc21	i	0.0862	40.3
CNc1nc2c(c(=O)n(Cc3ccccc3)c(=O)n2C)n1C(C)C	i	0.111	44.7
CCCC(=O)Nc1ccc(Nc2ccc(C)nn2)cc1	i	0.126	53.8
CC(C)c1ccc(CN(C(=O)c2ccc(F)cc2)C2CCS(=O)(=O)C2)cc1 (stereo not given)	i	0.0736	49.2
COc1ccc(S(=O)(=O)N2CCCCC2CC(=O)Nc2nccs2)cc1 (stereo not given)	i	0.0291	58.6
O=C(c1ccc(F)c(F)c1)N1CCN(C(=O)c2cnn3ccccc23)CC1	i	0.0797	54.9
CCOc1ccc(N2C(=O)/C(=C/c3ccc(OC)c(OC)c3)SC2=S)cc1	i	0.0692	32.1
COc1ccccc1Nc1cc(C)nc(-n2cc([N+](=O)[O-])cn2)n1	i	0.0942	67.1
Cc1[nH]c(=O)[nH]c(=O)c1CC(=O)N1CCN(c2cccc(Cl)c2Cl)CC1	i	0.126	75.9
O=C(Nc1ccccc1)c1cccc2nc3ccccc3nc12	+	0.121*	50.7*
CCOCCn1c(N2CCN(CC(=O)OCc3ccccc3)CC2)nc2c1c(=O)[nH]c(=O)n2C	i	0.0664	2.1
CC(=O)c1ccc(NC(=O)c2ccc(=O)n(Cc3cccc(C(F)(F)F)c3)c2)cc1	i	0.116	48.0
Cc1nnsc1C(=O)N1CCC(CNC(=O)c2c(-c3ccccc3Cl)noc2C)CC1	i	0.0354	24.6
CCN1C(=O)C(C)(C)COc2cc(NC(=O)Nc3ccccc3C(F)(F)F)ccc21	i	0.125	53.2
C#CCn1c(=NC(=O)c2cc(C)no2)sc2cc(C)ccc21	i	0.0559	50.0
O=C(NCCCN1CCOC(c2ccccc2)C1)c1ccccc1 (stereo not given)	i	0.0464	40.7
COc1ccc(SCCC(=O)Nc2ccccc2-c2nc3ccccc3[nH]2)cc1	i	0.0901	67.8
O=C(NCCn1nc(-c2cccs2)ccc1=O)C1CCCN(c2cc(-n3cccn3)ncn2)C1 (stereo not given)	i	0.0625	50.3
COc1cn(CC(=O)Nc2ccc(C)cc2C)c(CSc2ccc(Cl)cc2)cc1=O	i	0.0936	43.0
CCOC(=O)c1c(C)c(C(=O)NCc2ccco2)c(C)n1CC	+	0.0419*	26.2*
O=C(NCC(O)Cc1ccccc1)C(=O)Nc1ccc(F)c(F)c1 (stereo not given)	i	0.153	50.4
CC(=O)Nc1cccc(NC(=O)CCc2csc(NC(=O)c3ccco3)n2)c1	i	0.113	63.1
COc1ccccc1CNC(=O)C(=O)NCC(c1ccc(C)cc1)N1CCOCC1 (stereo not given)	i	0.0379	57.1
COC(=O)NCC1CCN(C(=O)OC)CC1	i	0.0693	56.4
CCOC(=O)c1ccccc1NC(=O)Cn1cnc(C)cc1=O	i	0.0738	55.5
O=C(CC1CCCCC1)N1CCN(c2ncnc3c2nnn3-c2ccccc2)CC1	i	0.0338	35.9
COc1ccc(SCC(=O)N(CCN(C)C)c2nc3c(F)cc(F)cc3s2)cc1	i	0.08	59.5
COc1ccc(C(=O)Nc2ccc3c(c2)N(C(C)=O)CCC3)cc1OC	i	0.0678	39.4
O=C(Nc1ccc2c(c1)N(C(=O)c1ccco1)CC2)c1c(F)cccc1Cl	i	0.094	58.4
COc1cccc(C(CNC(=O)C(=O)Nc2cccc([N+](=O)[O-])c2)N2CCOCC2)c1 (stereo not given)	i	0.0665	45.8
O=c1nc(SCc2ccccc2Cl)c2c(n1CCO)CCC2	i	0.0427	55.4
COc1cccc(NC(=O)Nc2c3ccccc3nc(=O)n2CC(C)C)c1OC	i	0.0471	59.8
CCOc1ccc(-c2ccc(=O)n(Cc3ccc(C)cc3)n2)cc1	i	0.0427	44.7
CCOc1ccc(/C=C/C(=O)Nc2ccc(OC)cc2OC)cc1	i	0.0537	55.7
O=C(N1CCCCC1)N1CCN(S(=O)(=O)c2ccc3ccccc3c2)CC1	i	0.0672	65.4
Cn1cc(C(=O)N2CCCCCC2)cc(NC(=O)c2ccc3c(c2)OCO3)c1=O	i	0.0895	65.3
CCOC(=O)C(=O)NCC1COC2(CCCC2)O1 (stereo not given)	i	0.0433	65.5
CC(O)(CNC(=O)Nc1ccccc1C(F)(F)F)c1ccc2c(c1)OCO2 (stereo not given)	i	0.0988	52.0
Cc1ccc(NC(=O)C(=O)NCC2CCN(C(=O)Oc3ccccc3)CC2)cc1Cl	i	0.107	57.9
CC(=O)Nc1nc(CC(=O)N2CCN(c3ncccn3)CC2)cs1	i	0.114	68.1
COc1cccc(NC(=O)C(=O)NCC(c2cccc3ccccc23)N2CCOCC2)c1 (stereo not given)	i	0.116	73.3
O=C(NCCC(O)c1ccco1)Nc1ccc(C(F)(F)F)cc1 (stereo not given)	i	0.128	54.4
O=C(Cn1cnc(-c2ccccc2)cc1=O)Nc1ccc2c(c1)OCCO2	i	0.0987	47.7
CC(C)CNC(=O)c1cc2c(=O)n(C)c(=O)n(C)c2s1	i	0.131	52.6
CNC(=O)Cc1ccc(NS(=O)(=O)c2ccc(F)cc2F)cc1	i	0.0675	30.4
CCOc1ccccc1C(=O)NC1CC(=O)N(C2CC2)C1 (stereo not given)	i	0.069	46.3
Cn1nc(-c2ccccc2)cc1C(=O)NC1CCCCC1N1C(=O)CSC1=O (stereo not given)	i	0.073	63.5
CSc1ccc(CC(=O)Nc2nnc(-c3ccc(C)cc3C)o2)cc1	i	0.122	44.8
COCC(C)(O)CNC(=O)c1ccco1 (stereo not given)	i	0.0998	64.6
COc1cc(NC(=O)Nc2c(C)nc3ccccn3c2=O)cc(OC)c1OC	i	0.0895	60.1
O=S(=O)(c1cccc(F)c1)N1CCN(c2ccc(Cl)c(Cl)c2)CC1	i	0.0862	48.6
CCS(=O)(=O)Nc1ccc2c(c1)CCCN2S(=O)(=O)c1ccc(OC)cc1	i	0.0772	50.0
Cc1cc(C(=O)NCCn2nc(-c3cccs3)n(C)c2=O)c(C)o1	i	0.12	86.5
CCN1CCc2c(sc(NC(=O)c3ccc([N+](=O)[O-])cc3)c2-c2nc3ccccc3s2)C1	i	0.127	75.7
COc1ccc(OC)c2sc(N(Cc3ccncc3)C(=O)CCc3ccccc3)nc12	i	0.0505	56.0
COc1cc(NC(=O)CC(C)(C)C)ccc1N1CCCC1=O	i	0.0907	41.2
O=C(NCCCn1nc(-c2ccco2)ccc1=O)c1cccc2ccccc12	i	0.0802	60.2
C=CCc1c(C)nc2c(-c3ccccc3)cnn2c1N1CCN(CCO)CC1	i	0.116	53.8
COc1ccc(CCC(=O)Nc2ccc3c(c2)CCC(=O)N3Cc2ccccc2)cc1	i	0.0841	48.2
O=C(Nc1c2c(nn1-c1ccc(Cl)cc1)CS(=O)(=O)C2)C(=O)N1CCOCC1	i	0.0501	63.9

New compounds follow:
SMILES	GluA2 TARP mod	GluA2 TARP mod agonism max-min	GluA2 TARP mod glutamate slope
Cc1nnc(CNC(=O)C(=O)Nc2ccccc2Cl)o1	i	0.123	45.5
CCOc1ccc(-n2c(C)cn3c4c(=O)[nH]c(=O)n(C)c4nc23)cc1	i	0.0842	34.6
O=C(c1cc2ccccc2oc1=O)N1CCC(c2nnc(-c3ccc(F)cc3)o2)CC1	i	0.0805	48.7
O=C(CCCS(=O)(=O)c1ccccc1)Nc1nc(-c2cc(Cl)sc2Cl)cs1	i	0.0769	70.1
COc1ccc(S(=O)(=O)N2CCCc3cc(NS(=O)(=O)CCc4ccccc4)ccc32)cc1	i	0.111	60.3
COc1ccccc1OCC(O)CN1CC(C)OC(C)C1 (stereo not given)	i	0.119	55.5
COc1ccc(CC(=O)N2CCN(c3ncnc4c3nnn4-c3ccc(Cl)cc3)CC2)cc1OC	i	0.0889	51.4
CCOC(=O)c1sc2cccc(F)c2c1S(=O)(=O)Nc1ccc(OC)c(OC)c1	i	0.0988	59.2
CSc1cccc2sc(NC(=O)CCCS(=O)(=O)c3ccccc3)nc12	i	0.0694	43.6
CN(C)S(=O)(=O)N1CCN(C(=O)c2cccc(Br)c2)CC1	i	0.0749	58.9
O=C(c1cccs1)N1CCc2ccc(NS(=O)(=O)c3ccc(F)c(Cl)c3)cc21	i	0.0885	53.3
CC1CC(=O)Nc2c1c(NC(=O)c1cc(-c3ccc(F)cc3)n[nH]1)nn2C (stereo not given)	i	0.101	56.8
CCOc1cc(/C=C2/SC(=S)N(c3ccc(C)c(C)c3)C2=O)ccc1O	i	0.074	48.4
Cc1cc(Nc2ccccc2)nc(Nc2ccc(NC(=O)c3ccc4c(c3)OCO4)cc2)n1	i	0.121	60.2
COc1ccc(CNS(=O)(=O)CCNC(=O)c2cccc(OC)c2)cc1	i	0.0879	59.9
O=C(Cn1c(=O)[nH]c2ccccc2c1=O)Nc1nc(-c2cccnc2)cs1	i	0.115	53.5
COc1ccc(Cl)cc1S(=O)(=O)Nc1ccc2c(c1)N(C(=O)c1ccco1)CC2	i	0.0818	39.7
O=C(CCN1C(=O)c2ccccc2S1(=O)=O)Nc1ccc(F)c([N+](=O)[O-])c1	i	0.072	45.3
O=C(NCCn1ncc2c(N3CCCCCC3)ncnc21)c1cnccn1	i	0.0771	71.4
CNC(=O)CSc1nc(-c2ccccc2)c(NC(=O)c2ccccc2OC(C)=O)s1	i	0.0755	48.1
COc1ccc(NC(=O)Cn2nc(-c3ccco3)c3sc(N4CCCCC4)nc3c2=O)cc1OC	i	0.0856	57.6
COc1cccc(NC(=O)CN2C(=O)c3ccccc3S2(=O)=O)c1	i	0.107	52.8
O=C(CSc1nnc(-c2ccncc2)o1)N1CCN(c2ccccc2)CC1	i	0.0353	39.7
O=S(=O)(c1ccc(Oc2ccccc2)cc1)N1CCN(c2ccc3nncn3n2)CC1	i	0.0601	51.8
CCOc1ccc2nc(NC(=O)C(C)N3C(=O)c4ccccc4S3(=O)=O)sc2c1 (stereo not given)	i	0.119	49.3
CCn1nccc1C(=O)Nc1c2c(nn1C)CCC2	i	0.09	60.6
NC(=O)C1CCN(C(=O)Cc2csc(Nc3cccc(Cl)c3)n2)CC1	i	0.173	54.2
CCSc1nnc(NC(=O)CCCn2nc(-c3ccc(OC)cc3)ccc2=O)s1	i	0.0319	43.1
O=c1n(CCc2ccccc2)nc2ccc(S(=O)(=O)N3CCCCCC3)cn12	i	0.0716	53.1
CCOc1ccc(/C=C/C(=O)Nc2cc(C)c(Cl)cc2OC)cc1OC	i	0.0868	80.1
CC(=O)N1CC(C(=O)Nc2cc(Cl)ccc2C#N)C1	i	0.101	57.2
CCn1nnc2c(N3CCN(C(=O)c4ccc5ccccc5c4)CC3)ncnc21	i	0.0557	39.6
Cc1ccccc1-c1ccc(N2CCN(C(=O)c3ccccc3)CC2)nn1	i	0.0195	33.3
CC1(C)C2CCC1(CS(=O)(=O)Nc1ccc(F)c(Cl)c1)C(=O)C2 (stereo not given)	i	0.183	58.4
COC(=O)c1c(NC(=O)c2ccn(C)n2)sc2c1CCN(Cc1ccccc1)C2	+	0.264*	43.5*
CNC(=O)Cn1nnn(-c2ccc(NC(=O)Cc3ccc(F)cc3)cc2)c1=O	i	0.159	63.2
COc1ccc(-c2cc(C(=O)N3CCCCCC3)c3c(C)nn(C4CCS(=O)(=O)C4)c3n2)cc1 (stereo not given)	i	0.0524	57.8
CCC(=O)Nc1nnc2n1CCS2	i	0.0504	60.5
Cc1nnc(NC(=O)Cc2csc(Nc3ccccc3)n2)s1	+	0.155*	61.5*
Cn1c(C2CC(=O)N(CCc3ccccc3)C2)nc2ccccc21 (stereo not given)	i	0.0429	54.1
Cc1ccc(C(=O)Nc2cccc(N3CCCC3=O)c2)cc1[N+](=O)[O-]	+	0.195*	54.6*
CCOc1ccc(OCC(=O)NCCS(=O)(=O)N2CCN(c3ncccn3)CC2)cc1	i	0.0853	61.4
CCOC(=O)c1csc(NC(=O)c2cc(C)no2)n1	+	0.211*	37.1*
CSc1ccc(-c2noc(Cn3ccn4nc(-c5cccs5)cc4c3=O)n2)cc1	i	0.132	51.5
Cc1cc(C)cc(C(=O)N2CCN(c3nccn3-c3cccc(Cl)c3)CC2)c1	i	0.105	48.0
COc1cn(CC(=O)NC2CCCC2)c(CSc2nnnn2C)cc1=O	i	0.0706	50.4
CCOc1cc(S(=O)(=O)NC2CC(C)(C)NC(C)(C)C2)ccc1F	i	0.0877	67.7
COC(=O)CSc1ncnc2c1nnn2C	i	0.0434	36.0
CCCNC(=O)CCCCn1c(=O)c2ccccc2n(CC(=O)Nc2cccc(SC)c2)c1=O	i	0.143	44.5
Cn1nc(NC(=O)COc2ccccc2)c2c1NC(=O)CC2c1cccs1 (stereo not given)	i	0.123	67.8

Structural class, the compounds so far with a furan ring, fused or not.
SMILES	GluA2 TARP mod	GluA2 TARP mod agonism max-min	GluA2 TARP mod glutamate slope
CCOC(=O)c1c(C)c(C(=O)NCc2ccco2)c(C)n1CC	+	0.0419*	26.2*
CC(=O)Nc1cccc(NC(=O)CCc2csc(NC(=O)c3ccco3)n2)c1	i	0.113	63.1
O=C(Nc1ccc2c(c1)N(C(=O)c1ccco1)CC2)c1c(F)cccc1Cl	i	0.094	58.4
O=C(NCCC(O)c1ccco1)Nc1ccc(C(F)(F)F)cc1 (stereo not given)	i	0.128	54.4
COCC(C)(O)CNC(=O)c1ccco1 (stereo not given)	i	0.0998	64.6
Cc1cc(C(=O)NCCn2nc(-c3cccs3)n(C)c2=O)c(C)o1	i	0.12	86.5
O=C(NCCCn1nc(-c2ccco2)ccc1=O)c1cccc2ccccc12	i	0.0802	60.2
COc1ccc(Cl)cc1S(=O)(=O)Nc1ccc2c(c1)N(C(=O)c1ccco1)CC2	i	0.0818	39.7
COc1ccc(NC(=O)Cn2nc(-c3ccco3)c3sc(N4CCCCC4)nc3c2=O)cc1OC	i	0.0856	57.6

High-throughput results as filed in PubChem.

A portion of the library. The share of hits here may be higher or lower than overall.
